# Screening results from PubChem BioAssay.
# TCR activator: activators of T cell receptors; primary human leukocytes, anti-CD3, IL-2 HTRF, 48 h; 330,000 tested, under 10 active; Potency, µM (titrated, usually from 9.22 µM), without a hit: at the highest dose activation of IL-2 secretion, most hits filed as activators; note: % of control where 0% means no effect
#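 Compounds are tested in HTS on primary human leukocytes co-incubated with a-CD3 beads for 48 hr. IL-2 output is measured by time-resolved FRET.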
# MLL CXXC-DNA inh: MLL CXXC-DNA interaction inhibition | Q03164 | AID 2662 | MLL-CXXC / FITC-HOXA9 DNA fluorescence polarization | Potency, µM (doses to about 115 µM), without a hit: at the top dose activity change, negative = inhibition, actives largely listed as inhibitors | 290,000 compounds, 0.037% hits; active = well fitted inhibition curve with a large enough effect in the polarisation, with a control signal flat, not every such curve was filed as active; inconclusive = small, poorly fitted or top-dose-only effect, or effect the other way, or a change in a side signal; inactive = no such curve, though single readings can be large or run the other way; the % refers to the polarisation; note: potency is the fitted concentration of half-maximal effect
#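 Purified MLL-CXXC (added from a 7 uM solution) was preincubated 5 min at ambient with pinned compounds in 50 mM Tris-HCl pH 7.5, 50 mM NaCl, 1 mM DTT, 0.05% BSA. Fluorescein-labeled HOX-A9 DNA (50 nM solution) followed, 30 min, then polarization read.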
# PTAP TSG101 blk: blocks PTAP/TSG101 interaction to inhibit HIV-1 budding; Q99816; Fluorescence polarization, FITC-PTAP peptide / Tsg101 binding; Potency, µM (titrated, usually from 115 µM), for inactives: top-dose activity change, negative = inhibition, actives largely listed as inhibitors; 340,000 tested, under 10 active; active = well fitted inhibition curve with a large enough effect in the main read-out, with a control signal flat, not every such curve was filed as active; inconclusive = small, poorly fitted or top-dose-only effect, or effect the other way, or a change in a side signal; inactive = no such curve, though single readings can be large or run the other way; note: potency is the fitted concentration of half-maximal effect; % of control where 0% means no effect
#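 Tsg101 binding domain (10 uM final) was mixed with compound and a FITC-labeled PTAP peptide (50 nM final) in HEPES pH 7.5 buffer with NaCl, Tween 20, EDTA and TCEP; fluorescence polarization was read after 20 min at r.t.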
# a7 integrin act: integrin-mediated muscular dystrophy alleviation activation; Potency, µM (top dose mostly 38.3 µM), without a hit: at the top dose activation, hits mostly activators; alpha7betagal myoblasts, beta-gal FDG fluorescence, 48 h; 350,000 compounds, 0.064% hits;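 note: potency is the fitted concentration of half-maximal effect; 100% = response of the positive control SU9516; nearly all actives have a fitted effect of over 60% in size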
#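 Alpha7betagal+/- myoblasts (passage 13) were plated 16-24 hr, then exposed to compounds (1:260 dilution of DMSO stock) for 48 hours at 37C. After MPER lysis, β-galactosidase reporter activity was read as FDG fluorescence (ex 480/em 540) after 30 minutes.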
# TSHR antag: antagonists of human thyroid stimulating hormone receptor. 330,000 compounds, 0.2% hits. activity change, negative = inhibition, % at 11.5 µM. P16473. TSHR-expressing cells, TSH-stimulated cAMP HTRF, 2 h; active compounds read low;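 active = activity change below a set negative limit, meaning inhibition stronger than a set level, cut at about -70% in these data; inconclusive = activity change between two set negative limits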; note: % is set by controls: 0 for no effect and ±100 for the full control effect
#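 Read-out is FRET at 665 nm (cryptate excitation 337 nm) from a cryptate-tagged anti-cAMP antibody, competed by cell cAMP against cAMP-d2. Compounds are tested on freshly harvested TSHR cells challenged with 4nM TSH (EC80) for 2 hours at 37 deg C.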
# Mito fusion yeast: mitochondrial division inhibition or fusion activation | S. cerevisiae fusion-defective mutant growth rescue, CellTiterGlo 48 h | Potency, µM (series often up to 46.1 µM), inactives show at the highest dose growth rescue (activation), usual class: activators | 320,000 compounds, 0.23% hits;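 note: potency is the fitted concentration of half-maximal effect; % of control where 0% means no effect; nearly all actives have a fitted effect of over 45% in size; temperature-sensitive fusion mutants such as fzo1-1 at 37 °C on non-fermentable ethanol glycerol medium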
#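 Yeast fusion mutant, YPEG (non-fermentable carbon), compound, 48 h at 37C non-permissive; CellTiterGlo added, 10 min RT, luminescence read. Rescued growth = division inhibition.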
# A-T KAP1 phos: candidate therapy for ataxia-telangiectasia; […] A-T fibroblasts, KAP-1 phosphorylation AlphaLISA; neocarzinostatin DNA damage 30 min before lysis; Potency, µM (top dose mostly 57.5 µM), for the others: at the top dose activation, usual class: activators; 320,000 compounds, 0.19% hits; note: potency is the fitted concentration of half-maximal effect; % of control where 0% means no effect; nearly all actives have a fitted effect of over 45% in size
#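 hTERT-immortalized A-T patient fibroblasts ([…]), 500 cells/well in OPTI-MEM, 1% FBS, got compounds for 60 min, then NCS for 30 min at 37C. Lysates were then assayed for phospho-KAP-1 by AlphaLISA (anti-pKAP1 donor, anti-KAP1 acceptor beads), 6 hr at 25C.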
# MBNL1 CUG block: blocks human MBNL1 binding to CUG repeat RNA; TR-FRET MBNL1-His/biotin-(CUG)12 binding, 665/545 ratio; Q9NR56; 280,000 compounds, 0.036% hits; Potency, µM (top dose mostly 57.5 µM), without a hit: at the highest dose activity change, negative = inhibition, usual class: inhibitors; active = well fitted inhibition curve with a large enough effect in the signal ratio, with a control signal flat, not every such curve was filed as active; inconclusive = small, poorly fitted or top-dose-only effect, or effect the other way, or a change in a side signal; inactive = no such curve, though single readings can be large or run the other way; the % refers to the signal ratio; note: potency is the fitted concentration of half-maximal effect; % is set by controls: 0 for no effect and ±100 for the full control effect
# Target sequence (Q9NR56 whole entry, looked up): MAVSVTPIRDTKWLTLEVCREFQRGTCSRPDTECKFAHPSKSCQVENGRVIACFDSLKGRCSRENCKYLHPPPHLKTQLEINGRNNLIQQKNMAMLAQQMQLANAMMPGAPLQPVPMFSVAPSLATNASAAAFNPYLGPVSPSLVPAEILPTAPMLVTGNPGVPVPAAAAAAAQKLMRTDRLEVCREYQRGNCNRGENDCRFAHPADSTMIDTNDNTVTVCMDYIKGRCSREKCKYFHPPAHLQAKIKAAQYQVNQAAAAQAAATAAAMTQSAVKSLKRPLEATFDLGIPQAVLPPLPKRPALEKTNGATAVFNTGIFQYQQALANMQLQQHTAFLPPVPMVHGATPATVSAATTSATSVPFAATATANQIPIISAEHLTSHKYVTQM
#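 Ratiometric TR-FRET (665 over 545 nm, excitation 340 nm) tracks disruption of MBNL1-His/biotin-(CUG)12 complex after 60 min at room temperature, with compounds at 92 nM to 58 uM final.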
# Menin-MLL TR inh: displaces Texas Red mutant MLL peptide from human menin; Menin + Texas Red MLL mutant peptide, fluorescence polarization; Potency, µM (top dose mostly 61.6 µM), for the others: at the top dose FP activity change, negative = inhibition, most hits filed as inhibitors; 270,000 compounds, 0.23% hits; AID 1768; active = well fitted inhibition curve with a large enough effect in the polarisation, with a control signal flat, not every such curve was filed as active; inconclusive = small, poorly fitted or top-dose-only effect, or effect the other way, or a change in a side signal; inactive = no such curve, though single readings can be large or run the other way; the % refers to the polarisation; note: potency is the fitted concentration of half-maximal effect; % of control where 0% means no effect; many of its hits are not listed in these tables
# Target sequence (O00255 whole entry, looked up): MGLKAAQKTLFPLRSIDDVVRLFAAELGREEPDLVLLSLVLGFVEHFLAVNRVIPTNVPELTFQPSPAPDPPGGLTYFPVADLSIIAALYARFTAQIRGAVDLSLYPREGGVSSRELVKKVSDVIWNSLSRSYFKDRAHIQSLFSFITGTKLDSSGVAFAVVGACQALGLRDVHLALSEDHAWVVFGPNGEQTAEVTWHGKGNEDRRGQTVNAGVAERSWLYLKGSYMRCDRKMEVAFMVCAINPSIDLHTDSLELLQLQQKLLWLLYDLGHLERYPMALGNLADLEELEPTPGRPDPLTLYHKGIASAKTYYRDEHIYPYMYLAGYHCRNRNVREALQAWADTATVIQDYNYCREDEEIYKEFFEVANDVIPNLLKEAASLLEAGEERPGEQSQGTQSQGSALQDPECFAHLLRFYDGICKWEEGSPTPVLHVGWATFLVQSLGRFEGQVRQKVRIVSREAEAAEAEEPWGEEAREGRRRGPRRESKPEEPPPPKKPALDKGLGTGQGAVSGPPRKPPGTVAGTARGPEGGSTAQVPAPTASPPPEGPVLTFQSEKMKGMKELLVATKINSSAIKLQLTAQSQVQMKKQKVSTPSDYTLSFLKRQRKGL
# ASM inhibitor: inhibitors of human secretory acid sphingomyelinase. 340,000 compounds, 0.006% hits. placental ASM, HMU-PC fluorogenic substrate, 60 min. P17405. Potency, µM (series often up to 57.5 µM), for the others: at the highest dose activity change, negative = inhibition, hits mostly inhibitors. AID 504937; note: potency is the fitted concentration of half-maximal effect
#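 qHTS format. ASM enzyme prepared from human placenta hydrolyses the fluorogenic substrate HMU-PC0 (9 uM final) over 60 min at 37 °C after a 10 min compound preincubation.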
# * hit, by the source's call; ? = inconclusive; · = no result given; [ ] = remark or other dose. Unless noted, calls come from the whole dose curve; as a rule, active = well fitted curve in the direction sought with a large enough effect; inconclusive = small, poorly fitted or top-dose-only effect, or another doubt; inactive = no such curve, though single readings can be large; an effect the other way counts as inactive or inconclusive. The list is partial. The share of hits here may be higher or lower than overall.
cpd	SMILES	TCR activator	MLL CXXC-DNA inh	PTAP TSG101 blk	a7 integrin act	TSHR antag	Mito fusion yeast	A-T KAP1 phos	MBNL1 CUG block	Menin-MLL TR inh	ASM inhibitor
1	COC(=O)c1oc(-c2ccccc2)nc1C	4%	-11%	-9%	-3%	1	5%	19%	-1%	-10%	-1%
2	Cn1c(CSc2nc3ccccc3s2)nc2ccccc21	1%	9%	-6%	4%	6	9%	-6%	3%	27%	8%
3	Cc1csc2ncc(C(=O)NCc3ccccn3)c(=O)n12	2%[46.1 µM]	-4%	-4%	16%	12	-2%	0%	-5%	0%	28%
4	Cn1nc([N+](=O)[O-])c2c(-c3nc4ccccc4s3)c(N)n(C3CCCCC3)c2c1=O	0%	-4%	1%	7%	-1	2%	6%	0%	?	1%
5	Cc1ccc(/C=C/C(=O)Nc2cc(S(=O)(=O)N3CCCCCC3)ccc2OCC(F)(F)F)o1	1%[46.1 µM]	5%	-2%	13%	11	0%	-10%	0%	4%	-3%
6	CC(C)C(=O)Nc1ccc(C(=O)NN2C(=O)c3ccccc3C2=O)cc1	-1%[46.1 µM]	5%	-1%	13%	10	-4%	-2%	·	7%	2%
7	CCOC(=O)C1CCCN(C(=O)CCNC(=O)Cn2ccc3ccccc3c2=O)C1 (stereo not drawn)	-4%	-5%	-4%	1%	-12	-4%	-3%	-1%	-11%	-1%
8	Cc1ccccc1C(=O)NCC(=O)O	2%	0%	-3%	-42%	11	1%	12%	-5%	-1%	1%
9	CCCC(=O)Nc1ccccc1N1CCN(C(=O)c2ccccc2)CC1	2%	4%	-1%	-9%	-6	3%	2%	1%	-2%	0%
10	CCOC(=O)c1c(NC(=O)Nc2ccc(F)cc2)sc2c1CCN(C)C2	-5%	83%[activator]	0%	-11%	-1	-5%	-1%	·	·	103%[activator]
11	Cc1cnc(C(=O)OCC(=O)NCCc2ccccc2)cn1	7%	3%	-4%	11%	1	-1%	1%	1%	11%	-3%
12	CC1(C)Cc2c(oc3ncn4ncnc4c23)CO1	-3%	-3%	-6%	25%	1	2%	2%	-12%	2%	3%
13	Cc1ccccc1C(=O)c1cccn1CC(=O)NCCCN1CCc2ccccc2C1	2%	5%	5%	-27%	33	0%	1%	-4%	-24%	-3%
14	CC(C)N(C(=O)COC(=O)[C@@H]1CC(O)CN1S(=O)(=O)c1ccc(C(C)(C)C)cc1)C(C)C (stereo partly drawn)	-4%	7%	-4%	15%	-4	1%	-1%	-6%	?	4%
15	COC(=O)c1ccc2c(c1)SC1=C(CCCC1=O)N2	-1%	28µM*	-17%	8%	-19	6%	-12%	?	?	20%
16	Cc1ccc(NC(=S)NCc2ccc3[nH]c4c(c3c2)CCCC4)cc1	8%	26%	1%	8%	38	24%	-16%	-8%	?	-7%
17	CCSCCOC(=O)C1=C(C)N(C)C(=O)NC1c1cc(OC)ccc1OC (stereo not drawn)	4%	5%	0%	0%	-4	1%	7%	-3%	-3%	-2%
18	COC(=O)C(CCSC)NS(=O)(=O)c1ccc(Cl)cc1 (stereo not drawn)	-8%	1%	-2%	9%	-10	0%	5%	1%	2%	2%
19	O=C(c1ccc(S(=O)(=O)NCc2ccco2)cc1)N1CCN(Cc2ccccc2F)CC1	1%	·	-2%	16%	-12	0%	2%	·	·	·
20	Oc1ccc2ccccc2c1CN1CCCCC1	-4%	·	-10%	2%	·	·	·	·	·	27%
21	CCCN(C(=O)Cn1nc(C)c([N+](=O)[O-])c1C)c1c(N)n(Cc2ccccc2)c(=O)[nH]c1=O	-4%	·	2%	2%	5	-4%	16%	·	·	-2%
22	COc1ccc(NC(=O)Nc2ccc(C(=O)N3CCOCC3)cc2)c(OC)c1	-2%	0%	-2%	-15%	16	5%	-2%	-4%	4%	1%
23	O=C(Nc1ccccc1F)c1cc(C(=O)Nc2ccccc2F)cc([N+](=O)[O-])c1	3%	-12%	-2%	2%	-15	3%	2%	29%	?	-7%
24	COc1ccc(CCN2C(=O)C(O)=C(C(=O)c3ccco3)C2c2cccs2)cc1OC (stereo not drawn)	-2%	-11%	-1%	2%	56	0%	-4%	33%[activator]	·	1%
25	COc1ccc(NC(=O)CCSc2ccc(F)cc2)cc1	6%	2%	-2%	-23%	-5	-3%	3%	1%	1%	1%
26	CN(CC(=O)Nc1ccccc1Cl)C(=O)CN1C(=O)C2CC=CCC2C1=O (stereo not drawn)	5%	·	-1%	?	7	·	-6%	·	·	-1%
27	CNc1nc(C)nc(-c2ccccc2O)n1	-4%	-5%	-3%	-20%	-12	0%	23%	10%	2%[11.7 µM]	-1%
28	CS(=O)(=O)N(CC(=O)N/N=C/c1cc2c(cc1Br)OCO2)c1ccccc1Br	1%	22%	-8%	-33%	-1	1%	0%	0%	?	-9%
29	COc1ccccc1Nc1nc(N)nc(CN2CC(C)CC(C)C2)n1 (stereo not drawn)	8%	-5%	0%	9%	2	-8%	0%	-9%	-1%	4%
30	O=C(COc1ccc(Cl)cc1)NCc1cn2cc(Cl)ccc2n1	8%	0%	-1%	0%	4	-7%	3%	-7%	5%	-1%
31	Nc1ccccc1/C=N\N=C/c1ccccc1N	7%	·	0%	?	·	·	·	·	·	-3%
32	COc1cc(O)cc2occ(-c3ccc(O)cc3)c(=O)c12	-1%	-8%	-1%	13%	-3	-3%	12%	10%	7%	-3%
33	O=c1c2cc(N3CCOCC3)ccc2[nH]c(=S)n1CCCN1CCCC1	-1%	3%	-3%	0%	13	-3%	7%	9%	-6%	35%
34	CC(C)COc1ccc(CNC(=S)N/N=C/c2ccc([N+](=O)[O-])cc2)cc1	-8%	-12%	2%	-14%	0	-1%	·	-1%	?	-8%
35	COc1ccc(C(=NNc2ccccc2C(=O)O)c2ccc(OC)cc2)cc1	-2%[46.1 µM]	-1%	0%	15%	-32	29%	-1%	?	?	0%
36	COc1ccccc1C1C(C(=O)c2cc3ccccc3o2)=C(O)C(=O)N1CCN1CCOCC1 (stereo not drawn)	10%	-11%	-1%	-23%	6	-1%	·	45%[activator]	-3%	-3%
37	c1ccc(-c2onc(-c3ccco3)c2-c2ccc3[nH]ccc3c2)cc1	4%	10%	-5%	16%	-17	2%	·	-1%	-5%	-7%
38	O=S(=O)(c1cccc2nonc12)N1CCN(c2ccc(F)cc2)CC1	7%	-10%	-10%	7%	9	-1%	-1%	?	?	-1%
39	O=c1[nH]cnc2c1C(c1ccccc1[N+](=O)[O-])c1c(nc[nH]c1=O)O2	-2%	0%	-7%	-13%	9	1%	-2%	-7%	-1%	5%
40	O/C(=C\c1ccc2ccccc2n1)c1ccncc1	1%	·	9%	-11%	-6	0%	-7%	·	·	-3%
41	COC(=O)CC1C(=O)NCCN1C(=O)c1ccc(S(=O)(=O)N2CCOCC2)cc1 (stereo not drawn)	-13%	1%	0%	23%	-1	8%	1%	-8%	-13%	2%
42	O=C(C1=NN(c2ccccc2)C(=O)CC1)N1CCc2ccccc2C1	0%	1%	-2%	-6%	-13	3%	1%	0%	-11%	4%
43	O=C(c1ccccc1)N1CCC(=O)N(C(CO)Cc2ccccc2)CC1 (stereo not drawn)	4%	·	-3%	-30%	·	·	·	·	·	3%
44	COc1ccc(CCNC(=O)c2cc(-c3cccs3)on2)cc1OC	-1%	-5%	-9%	5%	1	-2%	8%	14%	-3%	-1%
45	Cc1ccc(OCC(=O)NNC(=S)NC(=O)C2CC2)c(C)c1	·	-9%	·	·	3	-28%	-1%	-2%	·	·
46	O=C(CSc1n[nH]c(-c2cccs2)n1)N1CCN(S(=O)(=O)c2ccccc2)CC1	4%	12%	-4%	3%	-4	3%	0%	-7%	1%	0%
47	O=C(NCCC1=CCCCC1)c1cc(-c2ccncc2)nc2ccccc12	0%	-9%	-4%	25%	-1	0%	6%	14%	-4%	-2%
48	CCCn1c(SCC(=O)Nc2ccccc2N2CCOCC2)nc2c1c(=O)n(C)c(=O)n2C	4%[46.1 µM]	3%	-3%	2%	-16	7%	·	?	-1%	3%
49	O=C(CN1CCN(c2ccccc2)CC1)Nc1scc2c1c(=O)oc1ccccc12	-9%	7%	2%	-2%	8	-1%	4%	3%	·	-2%
